ERG-DNA inh – qHTS for Small Molecule Inhibitors of the ERG Ets/DNA interaction; Transcriptional regulator ERG (Homo sapiens), P11308; fluorescence polarization, His-ERG Ets domain / labelled DNA; Potency, µM (top dose mostly 76.9 µM), without a hit: at the top dose FP activity, negative = inhibition, most hits filed as inhibitors; 370,000 tested, 0.028% active; active means well fitted inhibition curve with a large enough effect in the polarisation, with a control signal flat; inconclusive means small, poorly fitted or top-dose-only effect, or effect the other way, or a change in a side signal; inactive means no such curve, though single readings can be large or run the other way; the % refers to the polarisation;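 further: polarization taken with two DNA probes labelled with fluorescein and Texas red; potency means the concentration at half of the fitted maximal effect; % of control where 0% means no effect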
Target sequence (P11308 whole entry, looked up, the tested form may be a part): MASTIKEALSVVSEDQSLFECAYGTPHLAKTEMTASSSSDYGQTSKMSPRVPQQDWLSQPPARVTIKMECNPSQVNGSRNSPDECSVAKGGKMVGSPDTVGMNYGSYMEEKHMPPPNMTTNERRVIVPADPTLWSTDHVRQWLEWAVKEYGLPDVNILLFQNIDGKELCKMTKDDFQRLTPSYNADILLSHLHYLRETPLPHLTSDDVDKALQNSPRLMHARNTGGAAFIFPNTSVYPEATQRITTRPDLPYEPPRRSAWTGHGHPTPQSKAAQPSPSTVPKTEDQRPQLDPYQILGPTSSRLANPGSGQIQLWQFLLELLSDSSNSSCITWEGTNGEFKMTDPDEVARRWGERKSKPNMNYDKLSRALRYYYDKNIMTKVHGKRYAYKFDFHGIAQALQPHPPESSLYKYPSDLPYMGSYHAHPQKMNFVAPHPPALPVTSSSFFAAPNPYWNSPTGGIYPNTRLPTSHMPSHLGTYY
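His-tagged ERG Ets domain (1 uM in the protein solution; 300mM KCl, 50mM Tris-HCl, 1mM EDTA, 1mM DTT, pH 7.5) received compound, then a probe mix of 5 nM fluorescein-DNA and 100nM Texas-615-DNA. Fluorescence polarization was read for both dyes.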
TRHR ag – qHTS for Small Molecule Agonists and Allosteric Enhancers of Human TRH Receptor: Primary Screen for Agonists | Thyrotropin-releasing hormone receptor (Homo sapiens), P34981 | TRHR cells, calcium flux fluo-8, FDSS agonist mode | activation, % at 2 µM | 360,000 tested, 0.18% active; in the data active means activation above about 30%; further: 0% is about no effect
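Fluo-8-loaded TRHR cells; 10 s baseline, compound added, kinetic Ca2+ fluorescence read 1/s, agonist mode.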
POLI inh – qHTS for Inhibitors of Polymerase Iota. Potency, µM (highest dose often 115 µM), without a hit: top-dose activity, negative = inhibition, most hits filed as inhibitors. Pol iota fluorescent replication assay, 10 min. DNA polymerase iota (Homo sapiens), Q9UNA4. 390,000 tested, 1% active; further: potency means the concentration at half of the fitted maximal effect
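Fluorescent replication assay read twice, at 0 min and 10 min after adding 50 nM (final) substrate. Enzyme (10 nM) and compounds were first incubated 15 min at room temperature; enzyme-free buffer wells were negative controls.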
BLM inh – qHTS Assay for Inhibitors of Bloom's syndrome helicase (BLM); RecQ-like DNA helicase BLM (Homo sapiens), P54132; recombinant BLM DNA unwinding, fluorescence dequenching; Potency, µM (series often up to 56.1 µM), for inactives: at the highest dose activity change, negative = inhibition, hits mostly inhibitors; 350,000 tested, 0.2% active;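 further: potency means the concentration at half of the fitted maximal effect; plate controls were vehicle for no effect and no enzyme for full effect; nearly all actives have a fitted effect of over 35% in size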
Anesthetic bind – qHTS Assay for Identification of Novel General Anesthetics | Ferritin light chain (Equus caballus), P02791 | apoferritin/1-aminoanthracene competitive binding, fluorescence | Potency, µM (top dose mostly 77.5 µM), without a hit: at the top dose activity change, negative = displacement, usual class: inhibitors | 350,000 tested, 0.074% active | AID 485281, 2010; further: potency means the concentration at half of the fitted maximal effect; on the % scale 0 is the no-effect control and ±100 the full control effect; nearly all actives have a fitted effect of over 20% in size
Target sequence (P02791 2-175 limits assumed): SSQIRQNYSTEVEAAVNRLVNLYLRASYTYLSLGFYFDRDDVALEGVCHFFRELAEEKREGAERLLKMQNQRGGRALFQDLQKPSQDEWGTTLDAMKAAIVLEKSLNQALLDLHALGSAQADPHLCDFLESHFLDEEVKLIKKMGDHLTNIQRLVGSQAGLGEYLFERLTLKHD
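Horse-spleen apoferritin (10 uM) in 50% saturated 1-aminoanthracene in PBS was incubated 10 min at room temperature with compound. Fluorescence (ex 380, em 535 nm) was normalized to free and bound 1-AMA, with concentration-response fitted by a four-parameter Hill equation.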
APEX1 inh – qHTS Assay for Inhibitors of the Human Apurinic/apyrimidinic Endonuclease 1 (APE1); recombinant APE1, TAMRA/BHQ-2 abasic DNA cleavage fluorescence; 350,000 tested, 0.35% active; DNA repair nuclease/redox regulator APEX1 (Homo sapiens), P27695; Potency, µM (series often up to 65.8 µM), for inactives: at the highest dose activity change, negative = inhibition, actives largely listed as inhibitors; AID 2517, 2012;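 further: potency means the concentration at half of the fitted maximal effect; plate controls were vehicle for no effect and reference inhibitor for full effect; nearly all actives have a fitted effect of over 55% in size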
Target sequence (P27695 whole entry, looked up): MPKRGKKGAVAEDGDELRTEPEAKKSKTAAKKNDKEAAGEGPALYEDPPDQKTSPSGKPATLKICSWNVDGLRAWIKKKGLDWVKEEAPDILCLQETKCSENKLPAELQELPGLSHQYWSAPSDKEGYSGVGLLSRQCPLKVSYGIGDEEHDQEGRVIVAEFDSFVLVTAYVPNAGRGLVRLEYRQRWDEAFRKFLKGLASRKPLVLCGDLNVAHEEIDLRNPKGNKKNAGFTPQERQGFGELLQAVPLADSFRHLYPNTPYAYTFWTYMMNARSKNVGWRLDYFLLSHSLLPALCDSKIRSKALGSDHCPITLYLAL
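Readout is kinetic fluorescence (ex 525, em 598 nm) from cleavage of 50 nM TAMRA/BHQ-2 THF abasic duplex by 0.75 nM APE1, compound added 15 min beforehand at RT.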
POLK inh – qHTS for Inhibitors of Polymerase Kappa; DNA polymerase kappa (Homo sapiens), Q9UBT6; purified Pol kappa, fluorescent DNA synthesis assay, 10 min; Potency, µM (series often up to 107 µM), inactives show at the top dose activity, negative = inhibition, most hits filed as inhibitors; 400,000 tested, 0.53% active; AID 588579, 2011; further: potency means the concentration at half of the fitted maximal effect; on the % scale 0 is the no-effect control and ±100 the full control effect
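50 nM final substrate added after 15 min RT preincubation of 10 nM Pol kappa with compound; fluorescence read at 0 and 10 min.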
12-LOX inh – Primary qHTS assay for inhibitors of human arachidonate 12S-lipoxygenase (ALOX12): Round 2; purified 12hLO, xylenol orange hydroperoxide absorbance; Potency, µM (doses to about 108 µM), inactives show at the highest dose activity change, negative = inhibition, hits mostly inhibitors; 580,000 tested, 1.1% active; Polyunsaturated fatty acid lipoxygenase ALOX12 (Homo sapiens), P18054; further: potency means the concentration at half of the fitted maximal effect; on the % scale 0 is the no-effect control and ±100 the full control effect
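Hydroperoxide product was detected by ferrous iron/xylenol orange as the 573 to 405 nm absorbance ratio. Arachidonic acid at 40 uM (final) was turned over for 30 min at room temperature by 150 nM human 12hLO, pH 7.0 Hepes buffer, after 15 min compound preincubation.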
Pol beta inh – qHTS Assay for Inhibitors of DNA Polymerase Beta; P06746; Pol beta primer extension/strand displacement, fluorescence kinetic; Potency, µM (doses to about 114 µM), for inactives: at the top dose activity change, negative = inhibition, most hits filed as inhibitors; 340,000 tested, 1.3% active; further: potency means the concentration at half of the fitted maximal effect; on the % scale 0 is the no-effect control and ±100 the full control effect
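Human Pol beta at 10 nM; strand-displacement substrate 50 nM final. Compound exposure 15 min at room temperature before start, reaction 10 min at room temperature.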
Numbers without * were called inactive; ? = inconclusive; nt = not tested or not shown; & = joins results of further samples; [ ] = dose if it differs, or a comment. Unless noted, the call rests on the fitted dose curve; in most records, active means well fitted curve in the direction sought with a large enough effect; inconclusive means small, poorly fitted or top-dose-only effect, or another doubt; inactive means no such curve, though single readings can be large; an effect the other way counts as inactive or inconclusive. Some of the compounds tested (hit frequency here may not be typical).

SMILES	ERG-DNA inh	TRHR ag	POLI inh	BLM inh	Anesthetic bind	APEX1 inh	POLK inh	12-LOX inh	Pol beta inh
O=C(O)CCN1C(=O)/C(=C\c2cccc(OCc3ccccc3)c2)SC1=S	4.2%	-0.8	28.2%	-11.6%	-5.3%	72.1%[activator][12.4 µM]	-18.8%	-27.5%	-1.6%
CCc1ccc2c(COC(=O)c3n[nH]c4ccccc34)cc(=O)oc2c1	-0.4%	-1.6	-9.9%	-8.4%	?	2.3%	0.7%	?	-20.5%
N#Cc1ccc(CN2CCC3(CC2)CCN(C(=O)c2cccc(F)c2)CC3)cc1	nt	nt	nt	3.2%	nt	1.0%	-14.5%[60.1 µM]	-2.0%[57.4 µM]	nt
CCc1ccc(NC(=O)CN2C(=O)COc3ccc(S(=O)(=O)N4CCCC4)cc32)cc1	9.0%	-0.1	40.1%[activator]	-0.9%	-7.5%	18.3%	12.0%	0.9%	-9.7%
N/C(=N\OC(=O)c1ccc(F)cc1)c1ccccc1	-1.0%	0.6	6.8%	-1.1%	-6.9%	0.9%	-13.5%	21.9%	-0.4%
Cc1cc(=O)n2c(n1)SCOC2	3.0%	-0.7	?	0.6%	-9.0%	3.5%	-5.4%	143.4%[activator]	-2.0%
COc1cccc(NC(=O)CNc2cc(S(=O)(=O)N3CCOCC3)ccc2N2CCCC2)c1	-4.9%	-0.8	3.4%	nt	nt	26.2%	-2.0%	6.7%	nt
O=C(/C=C/c1cccnc1)c1ccccc1O	0.8%	0.6	-6.7%	-4.8%	6.1%	-0.4%	-3.1%	-1.3%	7.4%
COc1cccc(NC(C(=O)Nc2cccc(C(C)=O)c2)c2ccccc2)c1 (stereo not drawn)	-7.5%	0.1	7.2%	-3.4%	-16.5%	-7.7%	-12.2%	-14.7%	?
O=C(Nc1ccccc1F)c1ccccc1-c1ccc(C(F)(F)F)cc1	-4.6%	-1.3	16.7%	-3.4%	4.4%	-3.1%	-16.9%	-0.3%	36.9%
CCn1nnnc1-c1ccc(OC)c(S(=O)(=O)NCc2ccccc2)c1	3.3%	2.1	17.3%	-0.9%	-6.4%	2.4%	-14.8%	0.0%	-1.0%
Cc1nc2cc(C(F)(F)F)ccc2n1CCNc1nc(-c2ccc([N+](=O)[O-])c(Cl)c2)cs1	-6.8%	0.3	-18.7%	-9.1%	?	-9.1%	1.4%	7.2%	42.1%
Cc1ccc(CNC(=O)C2(C)Oc3ccccc3NC2=O)cc1 (stereo not drawn)	-0.4%	0.3	4.0%	-1.4%	0.6%	-0.3%	-5.5%	0.0%	3.2%
COc1ccc(NC(=S)NCC(c2ccco2)N2CCCC2)cc1 (stereo not drawn)	14.3%	0.0	119.0%[activator]	-0.7%	-1.6%	9.2%	-7.3%	-0.4%	8.9%
Fc1ccccc1CCNc1nnnn1-c1ccccc1	6.1%	0.2	27.2%	-1.4%	-13.6%	13.3%	0.4%	-0.8%	8.2%
COc1ccc(-c2csc(Nc3ccc(S(N)(=O)=O)cc3)n2)cc1	5.4%	-0.8	?	-15.1%	-2.5%	-1.7%	-7.9%	-11.4%	-14.5%
COc1cccc(CN(C)C(=O)CCNC(=O)c2ccco2)c1	1.8%	-0.1	37.8%[activator]	nt	nt	2.2%	0.2%	192.9%[activator]	nt
Cc1cc(C)nc(NC(=O)c2ccc([N+](=O)[O-])c(C)c2)n1	15.0%	-0.2	161.5%[activator]	-2.6%	-1.7%	15.4%	-6.6%	-7.8%	?
Cc1cc(OC(C)C(=O)NC(Cc2c[nH]c3ccc(O)cc23)C(=O)O)c2c(C)c(C)c(=O)oc2c1 (stereo not drawn)	-0.4%	-1.2	?	-1.1%	-8.6%	34.2%	-24.5%	-23.1%	?
CS(=O)(=O)N1CCc2cc(C(=O)NCc3ccccc3)ccc21	0.5%	-0.4	4.9%	1.9%	-6.8%	nt	-7.6%	-2.6%	31.4%
CCCC(=O)Nc1nnc(S(=O)(=O)N(C)c2ccccc2)s1	-1.1%	0.2	2.6%	-3.5%	-19.9%	nt	-1.5%	-17.7%	14.7%
COC(=O)NNC(=O)c1ccccc1C	5.1%	-0.4	-9.1%[58.9 µM]	-3.0%	-12.4%	0.2%	-9.1%	-11.2%	2.3%
Cc1ccc(CNC(=O)c2cc(C)nn2-c2ccccc2)cc1	3.3%	0.0	12.7%	3.5%	-6.9%	1.4%	3.5%	12.0%	1.6%
Cc1ccc2nc(SC(C)C(=O)N3CC(C)OC(C)C3)[nH]c2c1 (stereo not drawn)	6.9%	-0.4	29.3%	-2.3%	-4.3%	6.0%	-3.9%	0.2%	1.1%
CCc1ccc(S(=O)(=O)NCCc2cn3cccc(C)c3n2)s1	-3.9%	-0.9	8.5%	3.8%	-3.5%	-7.1%	-10.6%	-8.1%	-1.0%
Cc1ccc(O)c(CNc2cccc3cccnc23)c1	1.1%	-2.7	163.8%[activator]	-19.8%	?	6.5%	-23.4%	-14.9%	13.4%
O=C(CO/N=C1\CCCc2nonc21)Nc1ccccc1Cl	-0.5%	-0.3	165.3%[activator]	-5.0%	-17.4%	-3.3%	-9.9%	6.9%	-21.7%
CCCn1nnnc1NCc1ccccc1OCC	13.9%	-0.1	14.2%	-4.5%	-2.6%	25.3%	-3.7%	-9.7%	7.2%
CCOC(Cn1c(SCC(=O)Nc2cc(C)on2)nc2ccccc2c1=O)OCC	-5.0%	-0.5	30.3%[activator]	-1.7%	-2.2%	22.7%	8.5%	-9.6%	16.5%
CCOC(=O)c1c(NC(=O)COc2ccc(Cl)cc2Cl)sc2c1CCCCC2	-5.1%	0.4	17.0%	-0.8%	1.8%	nt	-17.6%	-2.0%	-1.4%
O=C(NCc1ccc(F)cc1)c1ccc(S(=O)(=O)N2CCCCC2)cc1	-3.3%	1.7	21.7%	nt	nt	5.3%	3.4%	-13.7%	nt
O=C(CN1C(=O)C2CC=CCC2C1=O)Nc1nc2ccccc2[nH]1 (stereo not drawn)	11.7%	-0.4	23.7%	-1.3%	-13.9%	0.8%	-0.1%	0.0%	32.9%
COc1ccc(N2C(=O)CC(NCc3cccc(F)c3)C2=O)cc1 (stereo not drawn)	14.8%	0.0	0.0%	1.2%	-9.3%	-2.4%	1.9%	2.9%	24.8%
Cc1cc(C(=O)Nc2cccc(C)c2C)n(-c2ccccc2)n1	3.3%	0.0	38.0%[activator]	-1.6%	1.9%	-11.0%	-2.7%	-2.7%	16.5%
Cc1cc(NS(=O)(=O)c2ccc(NC(=O)CSc3nc4ncc(Cl)cc4[nH]3)cc2)nc(C)n1	-15.2%	0.0	21.8%	-6.0%	-10.5%	-4.6%	10.8%	-21.2%	14.8%
CCCN(CCC)S(=O)(=O)c1ccc(C(=O)O)cc1	-3.0%	-0.3	2.7%	6.3%	-1.6%	19.3%	11.2%	-19.5%	7.0%
COC(=O)C1=C(N)c2c(F)cccc2C1(C#N)c1ccc(F)cc1 (stereo not drawn)	3.4%	0.4	?	-4.7%	?	0.2%	4.2%	443.4%[activator]	-23.5%
Cc1ccc(C(=O)NC(=S)NNC(=O)COc2ccccc2C)cc1	2.6%	3.9	47.7%[activator]	-12.0%	-10.8%	-1.8%	-7.8%	-26.4%	4.7%
CCOc1ccccc1NC(=O)CCn1nc(C)c(S(=O)(=O)N2CCCCC2)c1C	9.3%&3.6%	-0.1&0.1	45.6%&-5.1%[activator]	0.7%&1.3%	0.6%&1.6%	9.9%	?	20.0%&-4.8%	-1.4%&37.0%
Cc1ccccc1OCc1nnc(SCC(=O)Nc2ccc3c(c2)OCO3)n1C	-0.6%	-0.9	4.3%	-4.0%	-20.3%	?	-24.0%	0.0%	23.6%
NC(=O)Cn1c(=O)n(Cc2ccco2)c(=O)c2c3c(sc21)CCCCC3	10.3%	0.1	?	?	-22.1%	?	25.1µM*	?	10µM*
O=C1C(=O)N(C2CCCC2)C(=O)N1Cc1c(F)cccc1Cl	3.7%	-0.1	107.4%[activator]	1.3%	?	-4.3%	-5.3%	2.6%	-26.2%
COc1ccc(-c2noc(-c3nnn(-c4cc(C)ccc4C)c3N)n2)cc1	3.5%	1.2	-2.1%	-1.5%	6.6%	nt	-7.7%	-10.1%	37.9%
COc1ccc(N2C(=O)CC(N3CCC(O)(c4ccc(Br)cc4)CC3)C2=O)cc1 (stereo not drawn)	-8.6%	0.8	-1.2%	-1.5%	-21.6%	-4.7%	-4.0%	0.0%	4.7%

Whole records, quoted from the list:
COc1ccc(-c2noc(-c3nnn(-c4cc(C)ccc4C)c3N)n2)cc1 across the screens: ERG-DNA inh: 3.5%; TRHR ag: 1.2; POLI inh: -2.1%; BLM inh: -1.5%; Anesthetic bind: 6.6%; APEX1 inh: nt; POLK inh: -7.7%; 12-LOX inh: -10.1%; Pol beta inh: 37.9%
NC(=O)Cn1c(=O)n(Cc2ccco2)c(=O)c2c3c(sc21)CCCCC3 across the screens: ERG-DNA inh: 10.3%; TRHR ag: 0.1; POLI inh: ?; BLM inh: ?; Anesthetic bind: -22.1%; APEX1 inh: ?; POLK inh: 25.1µM*; 12-LOX inh: ?; Pol beta inh: 10µM*
